P. falciparum M1AAP: malaria alanyl aminopeptidase activity blockers – biochemical, fluorogenic H-Leu-NHMec substrate, 1536-well (AID 1445); hit rate 0.42% among 220,000; inhibition, % at 30 µM, or IC50 in µM where a hit was titrated; recombinant M1AAP, H-Leu-NHMec fluorogenic kinetic assay; higher % means a stronger effect;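 active = primary inhibition above the hit cutoff, then over 50% inhibition at one or more dose response concentrations, cut at about 23% in these data, passing the limit was not always enough; inconclusive = conflicting primary data, or primary hits not chosen for dose response; inactive = low primary inhibition, or under 50% at every dose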;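 note: plate controls were DMSO full reaction for no effect and no enzyme background for full effect; strong numbers were not always called active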
Dynein transport: dynein cargo transport inhibition; 3617.4 mouse cells, GR-EGFP nuclear translocation imaging; test concentration mostly 20 µM; stimulated with dexamethasone, 1 µM; active compounds read low; z-score, hits read low; hit rate 0.47% among 220,000;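 active = plate z-score of nuclear minus cytoplasmic receptor signal below a set negative limit, without overly bright fluorescence or cell loss, cut at about -3.5 in these data, passing the limit was not always enough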;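 note: z-score of nuclear minus cytoplasmic ring GR-EGFP intensity difference per well; some compounds called inactive have numbers as strong as hits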
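Buffer or medium: Induction medium lacking tetracycline, stripped serum | Also added: Dexamethasone agonist, 1.0 µM final, for 30 min | Timing: 48 h induction, 1 h compound, 30 min dex at 37 °C | Detection: Formaldehyde fixation, Hoechst nuclear stain, 10x automated fluorescence imaging | Measure: Nuclear versus cytoplasmic GR-EGFP signal, averaged per well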
KOR beta-arrestin-1: kappa opioid receptor blockers – cell-based, luminescence, uHTS (AID 1778); KOR beta-arrestin recruitment, luminescence, antagonist mode; higher % means a stronger effect; inhibition, % at 10 µM; hits with a dose series show IC50 in µM; hit rate 0.091% among 290,000; note: strong numbers were not always called active
HEK293 NOD2/NF-kB: NOD2 signaling inhibitors, cell-based, luminescence, uHTS, HEK293 (AID 1566) | HEK293 NOD2/NF-kB luciferase reporter, luminescence; higher % means a stronger effect | one-dose inhibition, % at 4 µM; EC50 in µM for titrated hits | hit rate 0.63% among 290,000; note: many of its hits are not listed in these tables
KOR beta-arrestin-2: kappa opioid receptor activators – cell-based, luminescence, uHTS, primary screen (AID 1777) | KOR beta-arrestin recruitment, luminescence; higher % means a stronger effect | one-dose activation, % at 10 µM; EC50 in µM for titrated hits | hit rate 0.02% among 280,000; in the data active = activation above about 50%, passing the limit was not always enough; note: a part of the inactive calls stands beside numbers as strong as those of hits
P. falciparum M17LAP: P. falciparum M17LAP inhibitors, primary screen, biochemical, fluorogenic H-Leu-NHMec substrate, 1536-well (AID 1619); recombinant M17LAP, H-Leu-NHMec fluorogenic kinetic assay; higher % means a stronger effect; hit rate 0.38% among 220,000; inhibition, % at 30 µM, or IC50 in µM where a hit was titrated;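 active = compound inhibiting the enzyme by more than half at any dose during confirmatory dose-response retesting; inconclusive = strong single-dose inhibitors picked by rank but not retested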;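 note: plate controls were full reaction with DMSO carrier for no effect and no enzyme background for full effect; strong numbers were not always called active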
NOD1 NF-kB reporter: NOD1 signaling inhibitors, primary screen, cell-based, luminescence, uHTS (AID 1578) | NOD1-driven NF-kB luciferase reporter cells, luminescence; higher % means a stronger effect | one-dose inhibition, % at 4 µM; EC50 in µM for titrated hits | hit rate 1% among 290,000; in the data active = inhibition mostly above about 36%, no sharp cut-off; inactive = mostly below about 34%;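 note: HEK-293T reporter cells stimulated with the NOD1 agonist gamma-tri-DAP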
AID2073: disruptors of CaV2.2 binding to Mint1 – biochemical, HTRF (AID 2073) | HTRF protein-protein interaction, Mint1-CaV2.2; higher % means a stronger effect | inhibition, % at 20 µM, or IC50 in µM where a hit was titrated | hit rate 0.19% among 290,000; in the data active = inhibition mostly above about 51%, no sharp cut-off; inconclusive = no clear call, values can overlap the other calls; inactive = mostly below about 53%; note: some results filed as inactive read as strong as hits
GPR55 activation: selective activators of receptor GPR55 – imaging, U2OS cells, beta-arrestin-GFP redistribution, primary screen (AID 1961); U2OS GPR55 beta-arrestin-GFP redistribution imaging; higher % means a stronger effect; activation, % at 10 µM; hits with a dose series show EC50 in µM; hit rate 0.048% among 290,000;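 active = activation above 40% with more than 50 cells counted in the well; inconclusive = wells holding fewer than 50 cells, flagged as toxic or sparse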;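 note: U2OS osteosarcoma cells stably expressing GPR55 and beta-arrestin-GFP; plate controls were DMSO negative control for no effect and LPI positive control for full effect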
Dynein transport cytoplasmic EGFP: second read-out of Dynein transport, no call of its own (marks repeat the call); z-score; measured here: cytoplasmic GR-EGFP intensity; active compounds read high
Dynein transport nuclear GR-EGFP: also measured in Dynein transport; calls as there; z-score; measured here: nuclear GR-EGFP intensity;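 lower value marks the stronger effect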
Dynein transport cell count: further read-out of Dynein transport, marked with its call; z-score; measured here: cell count per field
Numbers without * were called inactive; ? = inconclusive; · = no result given; [ ] = dose if it differs, or a comment. Cut-off read from the data, not from the text of the source, unless noted: active = inhibition above about 50%; inactive = the rest. Not all compounds are listed, so the mix of outcomes need not match the whole.

SMILES	P. falciparum M1AAP	Dynein transport	Dynein transport cytoplasmic EGFP	Dynein transport nuclear GR-EGFP	Dynein transport cell count	KOR beta-arrestin-1	HEK293 NOD2/NF-kB	KOR beta-arrestin-2	P. falciparum M17LAP	NOD1 NF-kB reporter	AID2073	GPR55 activation
O=C1/C(=C/c2ccco2)SC(=S)N1c1cccnc1	12%	-0.17	-0.22	-0.043	0.075	-2%	-3%	2.6%	9%	-10%	36%	-0.2%
CCCC1=C(C(=O)OCC)C(c2cccnc2)n2nc(C)nc2N1 (centres undefined)	-2%	-0.42	-0.089	-0.23	1.3	-12%	-6%	3.4%	-3%	1%	-7%	-0.3%
CCN(CC)CCCN(Cc1cc2ccc(C)c(C)c2[nH]c1=O)C(=O)NC1CCCCC1	15%	0.71	-0.22	-0.65	-0.24	-20%	1%	4.3%	12%	-18%	-3%	0.0%
COc1ccccc1NC(=O)CSc1nccn1Cc1ccccc1	·	·	·	·	·	1%	9%	-1.7%	·	2%	7%	-0.1%
O=C(COC(=O)c1ccco1)Nc1cccc(Br)c1	0%	-0.038	-0.17	0.15	0.11	5%	4%	0.8%	7%	2%	9%	-0.2%
CNc1ccccc1C(C)(C)c1cc(-c2cccc(OC)c2)no1	0%	-0.92	-0.23	-0.61	0.84	-45%	9%	11%	-12%	53%*	-15%	1.0%
Cc1ccc(-c2nn3c(C)nnc3c3ccccc23)cc1S(=O)(=O)N1CCN(CCO)CC1	7%	0.18	-0.17	0.26	-0.31	-13%	19%	2.7%	-4%	-26%	4%	-0.3%
CCS(=O)(=O)c1ccc2oc(Nc3ccc(OC)cc3)nc2c1	8%	-0.84	-0.38	-0.48	1.4	5%	-5%	-3.2%	15%	-8%	-5%	-0.4%
COC(=O)Cn1c(=O)c2c(nc3n2CC(C)CN3Cc2ccccc2)n(C)c1=O (centres undefined)	·	·	·	·	·	-19%	-11%	3.3%	·	-25%	23%	0.3%
CC(CCOC1=NS(=O)(=O)c2ccccc21)NC(=O)C(=O)Nc1ccccc1 (centres undefined)	6%	0.32	-0.19	0.16	0.44	-9%	-26%	3.1%	-4%	-4%	-10%	-0.1%
Cc1nn(-c2ncc(C(F)(F)F)cc2Cl)c(=O)n1-c1cccc(Cl)c1	12%	2.4	-0.13	1.4	-1.9	13%	2%	-5.4%	-29%	-23%	3%	-0.2%
COc1ccc(NC(=O)C2CCCN2c2nn3c(=O)cc(C)nc3s2)cc1 (centres undefined)	·	·	·	·	·	10%[20 µM]	15%	-1.5%	·	3%	2%	0.5%
O=S(=O)(NCc1ccc(Cl)cc1Cl)c1ccc(N2CCOCC2)nc1	2%	0.72	0.28	0.3	-1.1	-2%	-10%	-2.6%	5%	-9%	13%	0.1%
NC(=S)N/N=C/c1ccc(-c2ccc([N+](=O)[O-])cc2)o1	-1%	-0.31	3.7	0.69	0.48	-19%	9%	-6.2%	3%	2%	59%	-0.2%
Cc1cccc(C(=O)NNC(=O)CCn2nnc3ccccc32)c1	0%	0.7	-0.3	0.38	-0.28	3%	8%	-4.2%	-2%	-38%	28%	0.1%
O=S(=O)(NCc1cccnc1)c1ccc(Cl)cc1	·	·	·	·	·	-35%[20 µM]	13%	1.4%	·	-8%	8%	1.0%
CCOC(=O)c1cc2c(=O)n3ccccc3nc2n(CC2CCCO2)c1=NC(C)=O (centres undefined)	·	-0.76	3.8	0.33	-0.25	6%	8%	7.1%	·	-22%	29%	-0.1%
O=C(Nc1ccc(Cl)cc1)c1csc(-c2ccccc2)n1	1%	0.074	-0.25	0.26	-0.14	-28%	-4%	7.6%	-10%	-10%	2%	0.2%
Cc1onc(-c2c(F)cccc2Cl)c1C(=O)Nc1nc2c(s1)CCCC2	8%	0.18	-0.22	0.18	0.96	-32%	12%	-0.8%	-4%	-18%	-2%	0.8%
Cc1ccc(N2CCN(CCCCN3C(=O)C4CCCN4C3=O)CC2)cc1 (centres undefined)	0%	-0.89	-0.15	-0.61	0.24	-23%	26%	0.8%	-1%	-9%	-4%	-0.1%
CC(=O)Nc1ccc(Nc2nnc(-c3ccc(O)cc3)c3ccccc23)cc1	·	·	·	·	·	9%	34%	-4.8%	·	11%	0%	0.0%
COc1cc(CNc2cccc3[nH]c(C(F)(F)F)nc23)cc(OC)c1	·	·	·	·	·	-17%	-19%	3.3%	·	33%*	-42%	0.0%
COc1ccc(CCC(=O)Nc2ccc(S(=O)(=O)N3CCOCC3)cc2)cc1	·	·	·	·	·	9%	5%	2.0%	·	2%	-10%	-0.4%
O=C(CCc1ccccc1F)N1CCN(c2ccc(C(F)(F)F)cn2)CC1	·	·	·	·	·	-26%	8%	0.0%	·	-1%	13%	0.3%
CCNC(=O)NC(=O)C(C)OC(=O)C1CCN(S(=O)(=O)c2ccccc2C(=O)OC)CC1 (centres undefined)	-2%	2.3	0.044	1.5	-2	1%	6%	-3.4%	5%	-32%	-1%	-0.6%
CCCCNC(=O)c1c(N)n(/N=C/c2ccccn2)c2nc3ccccc3nc12	-1%	-0.5	-0.27	0.091	0.41	-13%	24%	-3.2%	6%	0%	43%	-0.2%
O=C(CC1Nc2c3ccccc3nc(=S)n2C1=O)NC1CCCCC1 (centres undefined)	18%	-0.64	-0.29	-0.3	-0.074	26%	-15%	-14%	12%	-22%	-19%	-0.3%
CCCCN(C)CCCNC(=O)c1cc(-c2cccnc2)nc2ccccc12	·	·	·	·	·	3%	0%	-8.2%	·	-13%	6%	-0.1%
COc1ccc(OC)c(S(=O)(=O)NCCCn2ccnc2)c1	·	·	·	·	·	3%	-10%	-2.6%	·	-35%	0%	-0.2%
C(#Cc1ccccc1)Cn1nnc2ccccc21	2%	-0.51	-0.09	-0.88	-0.054	-9%	-35%	-0.2%	-4%	-41%	3%	-0.5%

Overlap with the part before: five compounds, then new ones.
SMILES	P. falciparum M1AAP	Dynein transport	Dynein transport cytoplasmic EGFP	Dynein transport nuclear GR-EGFP	Dynein transport cell count	KOR beta-arrestin-1	HEK293 NOD2/NF-kB	KOR beta-arrestin-2	P. falciparum M17LAP	NOD1 NF-kB reporter	AID2073	GPR55 activation
CCCCNC(=O)c1c(N)n(/N=C/c2ccccn2)c2nc3ccccc3nc12	-1%	-0.5	-0.27	0.091	0.41	-13%	24%	-3.2%	6%	0%	43%	-0.2%
O=C(CC1Nc2c3ccccc3nc(=S)n2C1=O)NC1CCCCC1 (centres undefined)	18%	-0.64	-0.29	-0.3	-0.074	26%	-15%	-14%	12%	-22%	-19%	-0.3%
CCCCN(C)CCCNC(=O)c1cc(-c2cccnc2)nc2ccccc12	·	·	·	·	·	3%	0%	-8.2%	·	-13%	6%	-0.1%
COc1ccc(OC)c(S(=O)(=O)NCCCn2ccnc2)c1	·	·	·	·	·	3%	-10%	-2.6%	·	-35%	0%	-0.2%
C(#Cc1ccccc1)Cn1nnc2ccccc21	2%	-0.51	-0.09	-0.88	-0.054	-9%	-35%	-0.2%	-4%	-41%	3%	-0.5%
Oc1ccc(NC(=S)N=Nc2c(O)[nH]c3ccccc23)cc1	?	-0.98	-0.32	-0.5	0.88	-26%[20 µM]	-27%	-10%	5%	-26%	-14%	-0.1%
CN(C(=O)c1ccccc1[N+](=O)[O-])c1ccccc1C(=O)NCc1ccccc1	·	·	·	·	·	25%	-5%	-2.7%	·	-22%	6%	-0.1%
Cc1ccccc1Nc1cc2ccccc2c(=O)[nH]1	3%	0.53	-0.16	0.92	-0.68	-16%	9%	-3.7%	6%	-23%	-10%	0.2%
COc1cc(/C=N/NC(=O)CCOc2ccccc2C)cc(Br)c1O	14%	0.1	-0.31	-0.042	-0.79	18%	5%	0.3%	26%	-27%	10%	-0.3%
O=C(Nc1ccnn1C1CCN(C2CCOCC2)CC1)c1cccc(F)c1	·	·	·	·	·	-3%	-27%	0.7%	·	-30%	7%	-0.1%
Cc1ccccc1[C@@H]1C(C#N)=C(N)S[C@H]1C(=O)c1ccccc1	-4%	0.31	0.47	0.63	0.22	-40%	18%	1.8%	-6%	16%	33%	-0.1%
CCc1cc(=O)oc2cc3occ(-c4ccc(OC)c(F)c4)c3cc12	-1%	-0.69	0.28	0.095	0.81	-63%	-37%	-2.3%	-17%	-29%	11%	0.3%
O=C(C1CCN(S(=O)(=O)c2ccc(Cl)cc2)CC1)N1CCOCC1	5%	-0.52	0.05	0.048	0.46	25%	14%	3.1%	-7%	6%	-11%	-0.1%
CCC1CCCCN1CCCNC(=O)CN1C(=O)c2cccnc2Oc2ccc(C)cc21 (centres undefined)	·	·	·	·	·	-16%	-10%	5.2%	·	-2%	8%	-0.1%
CN1CCC(=NNC(=O)c2cc(-c3ccc(Cl)cc3)n[nH]2)CC1	6%	0.13	-0.27	-0.21	0.012	-22%	-2%	-0.9%	1%	-8%	20%	-0.2%
O=C(Nc1ccccc1C(F)(F)F)N1CCN(C(c2ccccc2)c2ccccc2)CC1	-2%	-0.9	-0.2	-0.19	1	-6%	9%	-7.0%	8%	1%	-6%	-0.2%
Cc1ccc(C(=O)N[C@H](C(=O)OCC(=O)c2ccc[nH]2)C(C)C)cc1	2%	0.15	-0.26	-0.16	-0.39	·	4%	-1.7%	0%	-10%	19%	-0.4%
Cn1c(N)c(C(=O)COC(=O)c2cncc(Br)c2)c(=O)n(C)c1=O	-9%	0.4	-0.024	0.32	-0.77	-16%	-13%	5.6%	-5%	9%	8%	0.2%
CC(C)c1ccc(NC2CCCN(C(=O)c3ccccc3-c3ncc[nH]3)C2)cc1 (centres undefined)	·	·	·	·	·	-24%	9%	-9.7%	·	16%	4%	-0.1%
CCOC(=O)C(NC(=O)OC(C)C)(Nc1nccs1)C(F)(F)F (centres undefined)	7%	-0.56	-0.12	-0.38	0.62	-26%	6%	0.7%	-1%	·	-2%	-0.1%
Cc1cc(C)cc(C(=O)NC(CC(N)=O)c2ccc(NCCN3CCCC3)c([N+](=O)[O-])c2)c1 (centres undefined)	·	·	·	·	·	-37%[20 µM]	5%	3.2%	·	11%	8%	0.1%

Bioassay records deposited in PubChem by several laboratories.
